CCR6 antagonist – blocks CCL20-driven beta-arrestin recruitment at human CCR6. CHO-K1 CCR6 PathHunter beta-arrestin, luminescence, CCL20-stimulated. hit rate 0.49% among 340,000. inhibition, % at 20 µM. AID 493098;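 active = compounds whose inhibition of the agonist-driven luminescence signal at 20 µM reaches about 50%, limit read from the data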;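 note: cells stimulated with CCL20 at 14 nM final; plate controls were DMSO with CCL20 for no effect and DMSO without agonist for full effect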
Target sequence (P51684 whole entry, looked up): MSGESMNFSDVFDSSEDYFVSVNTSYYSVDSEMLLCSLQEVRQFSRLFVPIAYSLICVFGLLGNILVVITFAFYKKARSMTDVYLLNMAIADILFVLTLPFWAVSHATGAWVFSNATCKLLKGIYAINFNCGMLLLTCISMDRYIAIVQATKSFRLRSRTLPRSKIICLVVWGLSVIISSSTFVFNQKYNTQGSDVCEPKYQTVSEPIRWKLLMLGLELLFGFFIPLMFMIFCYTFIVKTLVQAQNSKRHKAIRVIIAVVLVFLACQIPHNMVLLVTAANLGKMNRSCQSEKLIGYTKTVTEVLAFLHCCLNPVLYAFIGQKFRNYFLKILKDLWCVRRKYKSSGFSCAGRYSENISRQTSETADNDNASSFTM
Mdm2 MdmX PPI – disrupts the human Mdm2-MdmX interaction | O15151+Q00987 | SaOS-2 split-luciferase Mdm2/MdmX complementation, luminescence | inhibition, % at 8 µM | hit rate 3% among 330,000;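 active = inhibition of at least 50% at 8 µM in the primary screen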
UPR CHOP act – apoptotic UPR (CHOP) activation. CHO-CHOP luciferase reporter, luminescence; percent of tunicamycin response over DMSO baseline. activation, % at 10 µM. hit rate 0.34% among 330,000. AID 449763;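 active = at 10 µM dose, activation of 40% or more, normalized to positive control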;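 note: 100% = tunicamycin at 10 µg/mL and 0% = DMSO alone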
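assay system = CHO CHOP reporter cells | amount = 500 CHO-CHOP cells per well | buffer or medium = F12 with 10% FBS | incubation = 16-18 h cell attachment, then 6 h compound exposure, 37 °C | detection = luminescence read with Steady-Glo | read-out = percent activation relative to tunicamycin control | controls = tunicamycin high control, DMSO low control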
APJ ag – activates the human apelin receptor APJ. P35414. hit rate 0.11% among 330,000. AID 2520. activation, % at 20 µM. CHO-K1 APJ PathHunter beta-arrestin, luminescence; 0% DMSO wells, 100% apelin;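 active = activation more than six SD over the plate average, tested at 20 µM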;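 note: 0% = DMSO alone and 100% = apelin-13 at 10 nM; some results filed as inactive read as strong as hits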
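Test system – PathHunter CHO-K1 APJ (AGTRL-1) beta-arrestin reporter cells · Input – 1000 cells/well · Compound – single test compound dose, 20 µM final, 1% DMSO · Times – compound stimulation 90 min at 25 °C, detection 60 min · Technique – beta-gal luminescence · Read-out basis – APJ–arrestin association signal · Control set – negative DMSO alone, positive Apelin-13 at 10 nM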
EBI2 block – EBI2 (human) antagonism; hit rate 0.81% among 360,000; inhibition, % at 5 µM; P32249; EBI2 beta-arrestin recruitment, luminescence, 7a,25-OHC stimulated; AID 651636; in the data active = inhibition above about 38%;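 note: enzyme fragment complementation signal reports receptor beta-arrestin coupling in cells; 0% = agonist plus DMSO wells and 100% = wells without agonist; some results beyond the cut were filed as inactive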
Target sequence (P32249 whole entry, looked up, the tested form may be a part): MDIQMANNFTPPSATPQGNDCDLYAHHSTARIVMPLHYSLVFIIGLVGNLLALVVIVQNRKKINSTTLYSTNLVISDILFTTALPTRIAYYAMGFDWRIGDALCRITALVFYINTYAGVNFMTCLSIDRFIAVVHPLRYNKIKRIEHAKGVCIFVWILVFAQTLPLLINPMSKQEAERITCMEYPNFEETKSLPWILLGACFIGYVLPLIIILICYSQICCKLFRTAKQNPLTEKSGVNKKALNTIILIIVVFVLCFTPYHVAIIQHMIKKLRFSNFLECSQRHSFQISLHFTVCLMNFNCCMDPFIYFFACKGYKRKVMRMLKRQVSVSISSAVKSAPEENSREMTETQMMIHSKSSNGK
XBP1 UPR activ – adaptive UPR (XBP1) activation; AID 463104; CHO-XBP1 luciferase reporter, IRE1-XBP1 UPR activation, luminescence; percent of tunicamycin response, DMSO as zero; activation, % at 20 µM; hit rate 0.33% among 330,000;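 active = versus positive control, 20 µM dose yields 30% or more activation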;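 note: 100% = tunicamycin at 10 µg/mL and 0% = DMSO only wells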
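Assay system: IRE1-XBP1 luciferase reporter CHO line. Input: 1000 cells/well. Buffer or medium: F12 with 10% serum. Doses: 20 µM, 1% DMSO. Times: overnight seeding at 37 °C, 6 h compound treatment at 37 °C. Technique: Steady-Glo luciferase glow luminescence, 10 min after reagent addition.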
tim23-1 inh – tim23-1 yeast growth inhibition. hit rate 1.3% among 330,000. inhibition, % at 20 µM. AID 463212. S. cerevisiae tim23-1 growth, BacTiter-Glo luminescence, 24 h;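 active = growth inhibition of the mutant yeast at or above 50%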;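 note: temperature-sensitive mutant grown at 25 °C; plate controls were DMSO-treated mutant yeast for no effect and medium wells lacking yeast for full effect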
APJ antag – blocks the human apelin receptor APJ; CHO-K1 APJ beta-arrestin complementation, luminescence; inhibition, % at 20 µM; hit rate 0.32% among 330,000;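 active = inhibition above about 40% at 20 µM, limit read from the data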;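 note: cells challenged with 10 nM apelin-13 agonist together with compound; plate controls were apelin-13 plus DMSO wells for no effect and DMSO wells lacking apelin-13 for full effect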
CXCR6 block – blocks human CXCR6 beta-arrestin recruitment; CHO-K1 PathHunter CXCR6 beta-arrestin, luminescence; AID 602244; O00574; inhibition, % at 20 µM; hit rate 0.36% among 360,000; in the data active = inhibition above about 34%, passing the limit was not always enough;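 note: antagonist mode with CXCL16 agonist at 10 nM final; 0% = 10 nM CXCL16 with DMSO and 100% = unstimulated wells without agonist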
An asterisk follows results filed as active. A portion of the library; count on the stated rates, not on these rows.

# | SMILES | CCR6 antagonist | Mdm2 MdmX PPI | UPR CHOP act | APJ ag | EBI2 block | XBP1 UPR activ | tim23-1 inh | APJ antag | CXCR6 block
1 | Cc1cc(C)cc(CN2C(=O)NC3(CCCCCC3)C2=O)c1 | 22 | 11 | -0.5 | -2 | -2 | -2 | 34 | 12 | 4
2 | N#Cc1cc2c(nc1SCC(N)=O)CCCCC2 | -10 | -33 | 3.2 | 1 | -5 | -2 | -4 | 15 | -2
3 | Cc1ccc(C(=O)Nc2ccc(C)c(S(=O)(=O)N3CCOCC3)c2)c(C)c1 | 8 | 19 | 0.9 | 6 | 7 | -2 | 19 | -8 | 4
4 | COC(=O)c1ccc2c(=O)n(NC(=O)C(c3ccccc3)c3ccccc3)c(=S)[nH]c2c1 | 7 | 10 | 1.8 | -3 | -6 | 0 | -5 | 19 | 17
5 | Cc1cc(N2CCN(c3ncccn3)CC2)nc2c(C)cccc12 | -5 | -25 | 3.8 | -3 | 5 | -5 | 12 | 7 | -8
6 | Cc1ccc(C(=O)N/C(=C\c2cn(C)c3ccccc23)C(=O)N2CCOCC2)cc1 | 11 | 14 | 1.0 | -2 | -5 | -2 | 19 | 21 | 1
7 | Cc1ccc(Cn2nc(C)c(C(=O)NCC(c3ccc(F)cc3)N3CCOCC3)c2Cl)cc1 (configuration not stated) | 3 | 0 | -1.1 | -4 | 9 | -2 | 30 | -15 | 7
8 | O=c1[nH]c2c(n(C3CCCCC3)c1=O)CCC2 | 9 | 16 | 0.2 | 9 | -3 | 1 | 6 | 10 | -1
9 | Cc1cc(=O)nc2c3ccccc3n(CC(=O)NC3CCCCC3)n12 | 12 | 16 | -1.3 | -3 | 1 | 1 | -1 | -10 | -1
10 | CCCC(=O)Nc1cccc(-c2nc3ccccc3o2)c1 | -4 | -6 | 2.2 | -3 | -9 | 5 | -8 | -5 | -11
11 | CC1(OC(=O)c2ccco2)C(=O)C=C2C=C(C3CC3)OC=C2C1=O (configuration not stated) | 2 | 6 | 0.0 | 4 | -12 | 0 | 11 | -40 | -19
12 | COc1cccc(N(C(=O)c2ccco2)C(C(=O)NC2CCCC2)c2ccc(N(C)C)cc2)c1 (configuration not stated) | -5 | 10 | -4.5 | -4 | 6 | -5 | 9 | 23 | -16
13 | O=C(CC1S/C(=N\S(=O)(=O)c2ccc(F)cc2)N(c2ccccc2)C1=O)Nc1ccccc1 (configuration not stated) | 14 | 23 | 1.5 | -1 | -3 | -2 | -14 | 18 | 7
14 | O=C(NCc1ccccc1)c1csc(-c2cccnc2)n1 | 2 | 41 | 2.0 | 2 | 6 | -2 | 26 | -10 | 8
15 | CN(C[C@H](Cc1ccccc1)N(C[C@@H](CC1CCCCC1)N(CCc1ccccc1)N=O)N=O)N=O | 17 | 3 | 8.5 | 4 | 16 | 3 | -8 | 11 | 0
16 | O=C(O)c1cccc(Nc2nc(-c3ccc([N+](=O)[O-])cc3)nc3ccccc23)c1 | 1 | -4 | -2.2 | 0 | 9 | -6 | -32 | -2 | -6
17 | CC1(C)CC(=O)c2c(-c3cccnc3)n[nH]c2C1 | 14 | -13 | -0.2 | -1 | -9 | 0 | -9 | -28 | 2
18 | Cc1ccc(S(=O)(=O)N2CCN(C(=O)CSc3nnc(C)s3)C2)cc1 | 7 | -3 | -1.2 | 1 | -5 | -1 | 1 | 20 | 1
19 | OCC[C@H]1C[C@H](O)[C@@H](O)[C@@]2(OCc3ccccc32)O1 | 8 | -3 | -1.6 | -3 | 1 | -1 | 7 | 0 | -4
20 | Cc1ccc(CCNC(=O)C(C)n2nc(C)c3c(C)n(-c4ccccc4)nc3c2=O)cc1 (configuration not stated) | 4 | -3 | 2.3 | 2 | -2 | -6 | 9 | 0 | 5
21 | COc1ccc(NC(=O)c2ccc(N3C(=O)C4CC=C(C)CC4C3=O)cc2)c(OC)c1 (configuration not stated) | 2 | -9 | -0.3 | -1 | 5 | 11 | 14 | 12 | 7
22 | CN(C(=O)CSc1nnc(Cc2cccc3ccccc23)n1N)C1CCS(=O)(=O)C1 (configuration not stated) | -13 | 13 | -5.1 | 1 | -3 | 1 | 22 | -3 | -2
23 | CCOC(=O)C1=C(C)NC(=S)NC1C (configuration not stated) | 2 | 24 | -1.4 | -3 | -18 | 0 | 7 | 11 | 0
24 | CCc1cc(C(=O)N2CCN(S(=O)(=O)c3ccccc3F)CC2)sc1C | 7 | 27 | -1.3 | -4 | 14 | -3 | 39 | -5 | -4
25 | O=C(CCc1ccccc1)NNC(=O)Nc1ccc(F)c(Cl)c1 | 7 | -6 | 3.9 | 1 | -15 | -8 | 8 | -3 | -2
26 | COc1ccc(C/C(C)=N/NC(=O)c2ccncc2)cc1 | 6 | -15 | 1.4 | 0 | -10 | 0 | -13 | 4 | -13
27 | COc1ccc(-c2cc3ccc(OC(C)C(=O)O)cc3oc2=O)cc1 (configuration not stated) | -3 | 2 | -0.4 | -1 | -5 | -1 | 2 | -16 | -7
28 | O=C(O)CSCc1c(F)cccc1Cl | 2 | 2 | -0.3 | -3 | -11 | -5 | 10 | -1 | -6
29 | Cc1cccc(NC(=O)c2cc(NC(=O)C3CCCCC3C(=O)O)ccc2Cl)n1 (configuration not stated) | -14 | 11 | -1.9 | 1 | -1 | -5 | -9 | -12 | 0
30 | COc1ccc(C(=O)N(Cc2ccccc2)c2cccc(C)c2)cc1S(=O)(=O)N1CCOCC1 | 9 | 10 | -0.9 | -6 | 3 | -1 | 4 | 15 | 1

Another view of 2 compounds above:
27. COc1ccc(-c2cc3ccc(OC(C)C(=O)O)cc3oc2=O)cc1 (configuration not stated)
- CCR6 antagonist: -3
- Mdm2 MdmX PPI: 2
- UPR CHOP act: -0.4
- APJ ag: -1
- EBI2 block: -5
- XBP1 UPR activ: -1
- tim23-1 inh: 2
- APJ antag: -16
- CXCR6 block: -7

22. CN(C(=O)CSc1nnc(Cc2cccc3ccccc23)n1N)C1CCS(=O)(=O)C1 (configuration not stated)
- CCR6 antagonist: -13
- Mdm2 MdmX PPI: 13
- UPR CHOP act: -5.1
- APJ ag: 1
- EBI2 block: -3
- XBP1 UPR activ: 1
- tim23-1 inh: 22
- APJ antag: -3
- CXCR6 block: -2

Next results follow.
# | SMILES | CCR6 antagonist | Mdm2 MdmX PPI | UPR CHOP act | APJ ag | EBI2 block | XBP1 UPR activ | tim23-1 inh | APJ antag | CXCR6 block
31 | COc1ccc(OC)c(/C=N/NC(=O)c2cc[n+](CC(=O)c3ccccc3)cc2)c1 | 7 | 6 | -1.9 | 1 | -5 | -3 | 10 | 3 | 2
32 | COc1ccc(-c2csc(N3CCC(C(N)=O)CC3)n2)cc1 | -5 | -36 | 2.2 | 0 | 10 | 5 | 43 | 6 | -2
33 | N#Cc1ccccc1COc1ccc(/C=C/C(=O)O)cc1 | 14 | 14 | -6.9 | -3 | -2 | -5 | 11 | 11 | 0
34 | CCOC(=O)N1CCC(NC(=O)c2cc(C(=O)Nc3ccc(S(=O)(=O)N4CCOCC4)cc3)ccc2CO)CC1 | -7 | 22 | 0.4 | 1 | 8 | 1 | -7 | -11 | 7
35 | O=C(CN1C(=O)COc2ccccc21)NCCCN1CCOCC1 | 0 | -15 | 0.1 | 1 | -4 | 3 | 2 | -3 | -2
36 | COc1cccc(N2CCN(CC(=O)Nc3ccc(SC(F)F)cc3)CC2)c1 | 18 | 2 | -0.7 | 2 | 1 | -2 | 26 | 1 | -7
37 | CSc1ccccc1NC(=O)CSc1nnc(CNC(=O)c2ccccc2F)n1C | -4 | 6 | 0.6 | 1 | 1 | -4 | 3 | 5 | -3
38 | Cc1ccc(NC(=O)CC2SC(=NCC3CCCO3)NC2=O)cc1Cl (configuration not stated) | 13 | -9 | -0.1 | -1 | 3 | 0 | 4 | -5 | -9
39 | CCN(CC)CCN(CC)Cc1ccccc1Br | 1 | -1 | 1.1 | -4 | -1 | 0 | 3 | 4 | 7
40 | CCOC(=O)CN1CC23C=CC(O2)C(C(=O)NCc2cccs2)C3C1=O (configuration not stated) | -10 | 19 | 0.2 | 4 | 8 | -1 | 6 | 4 | 1
41 | Cc1cccn2c(=O)c(/C=N/O)c(N3CCOCC3)nc12 | -3 | -1 | -0.1 | 2 | -6 | -1 | 8 | 2 | 5
42 | COc1ccc([N+](=O)[O-])cc1NC(=O)N(C)Cc1ccco1 | -2 | 11 | -0.3 | 0 | 11 | -4 | 17 | 5 | 3
43 | CCc1c(C)c2c(C)nn(-c3ccccc3)c2[nH]c1=O | 2 | 0 | -0.8 | 0 | 1 | 4 | 22 | -6 | -4
44 | CC(C)CN1C(=O)N(c2ccc(Cl)cc2)C(C)(O)CC1(C)C (configuration not stated) | 2 | 7 | -0.2 | -3 | 8 | -3 | 19 | 7 | 5

Molecules listed so far with fluorine:
# | SMILES | CCR6 antagonist | Mdm2 MdmX PPI | UPR CHOP act | APJ ag | EBI2 block | XBP1 UPR activ | tim23-1 inh | APJ antag | CXCR6 block
7 | Cc1ccc(Cn2nc(C)c(C(=O)NCC(c3ccc(F)cc3)N3CCOCC3)c2Cl)cc1 (configuration not stated) | 3 | 0 | -1.1 | -4 | 9 | -2 | 30 | -15 | 7
13 | O=C(CC1S/C(=N\S(=O)(=O)c2ccc(F)cc2)N(c2ccccc2)C1=O)Nc1ccccc1 (configuration not stated) | 14 | 23 | 1.5 | -1 | -3 | -2 | -14 | 18 | 7
24 | CCc1cc(C(=O)N2CCN(S(=O)(=O)c3ccccc3F)CC2)sc1C | 7 | 27 | -1.3 | -4 | 14 | -3 | 39 | -5 | -4
25 | O=C(CCc1ccccc1)NNC(=O)Nc1ccc(F)c(Cl)c1 | 7 | -6 | 3.9 | 1 | -15 | -8 | 8 | -3 | -2
28 | O=C(O)CSCc1c(F)cccc1Cl | 2 | 2 | -0.3 | -3 | -11 | -5 | 10 | -1 | -6
36 | COc1cccc(N2CCN(CC(=O)Nc3ccc(SC(F)F)cc3)CC2)c1 | 18 | 2 | -0.7 | 2 | 1 | -2 | 26 | 1 | -7
37 | CSc1ccccc1NC(=O)CSc1nnc(CNC(=O)c2ccccc2F)n1C | -4 | 6 | 0.6 | 1 | 1 | -4 | 3 | 5 | -3

Screening data (PubChem BioAssay)
